Insulin prom up: insulin promoter activators in MIN6 cells, imaging, high-content screening, mouse beta cells; z-score at 5 µM; MIN6 insulin promoter-GFP reporter; hits give high values; AID 1625, 2009; 190,000 tested, 0.3% active;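 active means z-score above 3 at 5 µM with at least 500 cells counted in the well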
T cell HTS: modulators of CD8 T cell-vesicle binding, primary screen, mouse 2C CD8+ T cells, flow cytometry; calls only at 7 µM; AID 2052, 2009; 2C CD8+ T cell-vesicle binding; hits give low values; 330,000 tested, 0.068% active;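 active means response, share of CD8 T cells binding vesicles, and their 90th percentile fluorescence all below set limits, cut at about 80% in these data, passing the limit was not always enough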
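Benchmarks: naked versus QL9-loaded vesicles / Assay system: purified 2C TCR transgenic mouse naive CD8+ T cells / Technique: high-throughput flow cytometry with anti-B7-1 and anti-CD8 staining / Timing: Cell–vesicle co-incubation 1.5 h at 37 °C, staining 20 min on ice / Read-out: percent CD8+ FL2 mean versus row control / Probe or stimulus: QL9-loaded Drosophila micro-vesicles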
Dynein cargo inh: inhibitors of GR-EGFP nuclear translocation, primary screen, dynein cargo transport inhibitor project, imaging, high-content, 3617.4 mouse cells; test concentration mostly 20 µM; stimulated with dexamethasone, 1 µM; hits give low values; z-score, hits read low; 220,000 tested, 0.47% active; AID 1381, 2008;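 active means plate z-score of nuclear minus cytoplasmic receptor signal below a set negative limit, without overly bright fluorescence or cell loss, cut at about -3.5 in these data, passing the limit was not always enough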;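 further: z-score of nuclear minus cytoplasmic ring GR-EGFP intensity difference per well; some compounds called inactive have numbers as strong as hits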
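Buffer or medium – tet-free medium with charcoal-stripped serum · Signal – automated 10x imaging of fixed Hoechst-stained cells · Also added – dexamethasone agonist, 1.0 µM final, for 30 min · Incubation – induction 48 h, compound 1 h, agonist 30 min · Read-out – GR-EGFP nuclear translocation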
Myeloid diff MLP: induction of myeloid progenitor differentiation, primary screen, cell-based, flow cytometry, MLPCN library; ER-HoxA9 myeloid progenitors, lysozyme-GFP differentiation; calls only at 10 µM; 360,000 tested, 1% active; AID 624256, 2012;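 active means normalized GFP-positive differentiation at or above the plate's own cutoff, the solvent-only control mean plus 3 SD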;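 further: cells exposed to compound for four days before flow analysis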
human PMI inhibition: inhibitors of human PMI, primary screen, biochemical, fluorescence intensity, coupled assay (AID 1209). purified PMI enzyme, coupled fluorescence intensity; higher % means a stronger effect. inhibition, % at 20 µM; hits with a dose series show IC50 in µM. 190,000 tested, 0.42% active; in the data active means inhibition above about 50%;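 further: plate controls were DMSO vehicle for no effect and wells lacking substrate for full effect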
bCat nuc transl: modulators of beta-catenin nuclear translocation, primary screen, imaging, HeLa cells, immunofluorescence, high-content; nuclear translocation activity, % at 5 µM; 190,000 tested, 0.3% active; AID 1665, 2009;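 active means nuclear translocation activity above 50% at 5 µM, with a well cell count of 50 or more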;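 further: per-cell ratio of nuclear to cytoplasmic median beta-catenin stain intensity; plate controls were DMSO negative control for no effect and GSK-3 inhibitor IX positive control for full effect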
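test system = HeLa cells, endogenous beta-catenin | dosing = single 5 µM dose plus 0.02–20 µM confirmation series | times = compound treatment 24 h, 37°C, 5% CO2 | technique = beta-catenin immunofluorescence imaging with DAPI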
Hep lipid drop: inhibitors of hepatocyte lipid droplet formation, primary screen, imaging, high-throughput imaging, BODIPY stain; AML12 mouse hepatocytes, oleate lipid droplets; 240,000 tested, 0.4% active; inhibition, % at 6.5 µM;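 active means lipid droplet intensity inhibited by at least 50%, with more than 500 cells counted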
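Test system: AML12 hepatocytes (mouse); reagent: oleate loading, 100 µM; dosing: one dose, 6.5 µM compound; incubation: overnight exposure; signal: fluorescence imaging, 20x objective, two fields per well; read-out basis: % inhibition of corrected integrated BODIPY droplet signal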
TNAP activators: human TNAP enzyme activators, primary screen, biochemical, luminescent, no phosphate acceptor, uHTS (AID 1001) | purified TNAP, luminescent activation assay, no phosphate acceptor; higher activation fold means a stronger effect | 200,000 tested, 0.03% active | one-dose activation fold at 20 µM; EC50 in µM for titrated hits | Alkaline phosphatase, tissue-nonspecific isozyme (Homo sapiens); in the data active means activation fold from about 3, or a potency from the dose series; inactive means the rest, 99 in 100 with activation fold below about 1.6; further: many of its hits are not listed in these tables
MT stabilizer: microtubule stabilizers in HeLa cells, primary screen, imaging, high-content imaging | 200,000 tested, 0.83% active | % tubulin-high responders, % at 10 µM | HeLa tubulin immunostaining HCS, 24 h; share of cells brighter than vehicle mean+2SD;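 active means plate Z-score above 3 for both tubulin-high and condensed-nucleus cell shares, with cell loss under 80%, at 10 µM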;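 further: anti alpha tubulin signal scored within the nucleus-defined area of each cell; some results filed as inactive read as strong as hits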
Dynein cargo inh cytoplasmic EGFP: further read-out of Dynein cargo inh, marked with its call; z-score; measured here: cytoplasmic GR-EGFP intensity; hits give high values
Dynein cargo inh nuclear GR-EGFP: second read-out of Dynein cargo inh, no call of its own (marks repeat the call); z-score; measured here: nuclear GR-EGFP intensity;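 lower value marks the stronger effect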
Dynein cargo inh cell count: also measured in Dynein cargo inh; calls as there; z-score; measured here: cell count per field
Insulin prom up cell count: second read-out of Insulin prom up, no call of its own (marks repeat the call); cell count; measured here: cytotoxicity, nuclei count;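 total cells summed across four imaged fields per well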
Hep lipid drop cells 6.5 µM: further read-out of Hep lipid drop, marked with its call; cell count; measured here: cell count, cytotoxicity flag;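 cells counted across two imaged fields per well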
bCat nuc transl cell count 5 µM: also measured in bCat nuc transl; calls as there; cell count; measured here: cell count, cytotoxicity flag
T cell HTS vesicle-bound %: recorded beside T cell HTS, whose call it bears; double positive events, %; measured here: CD8+ vesicle-bound cell fraction;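 binding gate set so that unloaded-vesicle control wells show 10% double positive cells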
MT stabilizer Hoechst-high %: further read-out of MT stabilizer, marked with its call; % Hoechst-high responders; measured here: nuclear condensation Hoechst responders;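 share of cells brighter than vehicle mean plus two SD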
MT stabilizer cytotoxicity %: also measured in MT stabilizer; calls as there; toxicity, %; measured here: cytotoxicity by cell density;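 0% = mean cell density of plate MIN control wells and 100% = no cells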
Myeloid diff MLP GFP+ MAC1+ %: also measured in Myeloid diff MLP; calls as there; GFP+ MAC1+ double positive, %; measured here: differentiation confirmed by MAC1 staining
* = called active by the depositor; i = inactive; x = no result given.

SMILES	Insulin prom up	Insulin prom up cell count	T cell HTS	T cell HTS vesicle-bound %	Dynein cargo inh	Dynein cargo inh cytoplasmic EGFP	Dynein cargo inh nuclear GR-EGFP	Dynein cargo inh cell count	Myeloid diff MLP	Myeloid diff MLP GFP+ MAC1+ %	human PMI inhibition	bCat nuc transl	bCat nuc transl cell count 5 µM	Hep lipid drop	Hep lipid drop cells 6.5 µM	TNAP activators	MT stabilizer	MT stabilizer Hoechst-high %	MT stabilizer cytotoxicity %
COc1ccc(OC)c(NC(=O)CSc2nnc(CNC(=O)COc3ccc(Cl)cc3)o2)c1	1.63	1134	i	65.7	-0.621	-0.154	0.03	-0.137	i	0.1	12.7%	0.0	796	x	x	1.3	3.7	2.1	7.0
COC(=O)c1ccc(NC(=O)CNC(=O)C2CCCCC2)cc1	0.47	1148	i	13.3	0.698	-0.218	0.504	-0.292	i	1.3	-3.8%	-3.2	1181	x	x	1.1	2.2	2.3	9.0
CCc1ccc(N(CC(=O)NC2CCCCC2)S(=O)(=O)c2c(C)noc2C)cc1	0.22	985	i	41.9	-0.78	-0.228	-0.304	0.484	i	1.4	-1.6%	x	x	x	x	1.1	4.8	4.1	7.1
Nc1cc(Cl)ccc1N1CCCCC1	-0.52	1682	i	42.9	-0.425	0.332	0.143	0.394	i	0.4	13.3%	4.2	939	-2.6	756	1	2.9	2.2	6.2
O=c1oc2ccccc2cc1-c1csc(NN=C2CCCCC2)n1	0.03	1619	i	56.9	-0.524	-0.0914	0.0151	-0.0235	i	6.0	-20.7%	-1.3	1416	x	x	1	4.0	1.6	6.2
Cc1cccc(NC(=O)CSc2nc3c(c(=O)[nH]2)CCCC3)c1C	0.47	918	i	8.9	0.191	-0.184	0.083	-0.274	i	7.6	6.1%	0.0	1184	-11.0	685	1.1	0.6	1.9	2.9
CCCN1C=CC(=C/C=C(\C#N)C(=O)OCC)C=C1	x	x	i	24.8	-0.754	0.868	0.0302	0.626	x	x	3.1%	-2.3	875	x	x	0.7	3.6	1.9	7.0
S=C(NCC1CCCCC1)Nc1cccnc1	-0.18	1415	i	27.3	0.397	0.107	0.274	-1.48	i	0.6	14.4%	-1.9	1086	20.3	633	1	3.2	2.0	2.4
O=C(NCCCCNC(=O)c1cccnc1)c1cccnc1	-0.94	1824	i	22.3	-0.246	-0.255	0.232	0.256	i	1.4	2.6%	-0.4	1065	-14.7	663	1.1	3.0	3.5	23.4
Cc1ccc(S(=O)(=O)/N=C(/Nc2nc(C)cc(C)n2)N2CCOCC2)cc1	x	x	i	33.8	0.529	-0.192	0.365	0.202	i	0.4	-0.8%	-6.3	1074	x	x	1.1	1.7	2.0	1.5
O=C(CCCc1nc2ccccc2s1)N1CCN(c2ccccc2F)CC1	0.37	1450	i	19.0	-0.569	-0.194	-0.548	-0.177	i	0.2	0.4%	-2.8	1119	-0.7	617	1.1	5.2	2.1	6.2
CCCNS(=O)(=O)c1ccc(OCC(=O)NCc2ccco2)cc1	0	1883	i	13.0	-0.261	-0.235	-0.213	0.867	i	1.5	14.3%	0.9	987	-0.8	715	1.1	3.7	2.0	5.8
CCCc1nc(NCc2ccco2)c(C#N)c2c1COC(C)(C)C2	0.4	1299	i	47.1	-0.972	-0.184	0.0506	0.616	i	1.3	-3.8%	-3.7	879	x	x	1.1	2.1	2.7	7.3
COc1ccc(N2CC(C(=O)NCCc3ccc(OC)c(OC)c3)CC2=O)cc1 (stereo not drawn)	-0.14	975	i	43.6	-0.844	-0.206	-0.367	0.616	i	1.6	-7.3%	-2.4	998	x	x	1	1.8	0.7	1.3
O=C(CSc1nc(-c2ccccc2)cc(=O)[nH]1)NCc1ccc2c(c1)OCO2	-0.97	1294	i	28.6	-0.08	-0.319	0.149	0.912	i	1.1	14.0%	x	x	7.9	763	1.1	2.9	4.9	5.1
COc1ccccc1NC(=O)CSC1CC(=O)N(c2ccc3c(c2)OCO3)C1=O (stereo not drawn)	1.1	1240	i	26.9	3.82	0.0857	1.72	-3.12	i	1.0	11.6%	x	x	1.4	767	1.2	3.2	2.4	9.2
FC(F)(F)c1ccnc(Oc2ccc(C3=NCCS3)cc2)c1	x	x	i	29.5	-1.1	-0.246	-0.791	1.7	i	0.6	x	-5.6	1235	7.5	707	x	x	x	x
Cc1ccc(NC(=O)CCC(=O)OCC(=O)c2ccc(Oc3ccc([N+](=O)[O-])cc3)cc2)cc1	0.07	1411	i	22.3	-0.19	-0.271	0.0531	0.215	i	1.1	5.4%	-1.1	1239	-31.8	602	1.1	2.0	1.4	0.3
O=C(NCCCCO)c1ccc2c3c(cccc13)CC2	-0.04	1474	i	33.9	-0.57	-0.339	-0.468	0.557	i	1.4	2.0%	-2.1	1057	-5.1	724	1.1	3.5	3.8	4.3
O=C(Cc1ccc([N+](=O)[O-])cc1)Nc1cccc(C(F)(F)F)c1	-0.33	1309	i	49.3	-1.79	0.0583	-1.22	0.0757	i	0.6	23.4%	0.5	1170	1.8	690	1.1	1.4	4.1	3.9
Cc1cccc(NC(=O)CN2C(=O)S/C(=C\C(=O)Nc3ccc(Cl)cc3)C2=O)c1	0.81	1426	i	31.2	-0.0409	-0.164	-0.449	0.0651	i	0.3	-18.9%	-3.1	438	3.1	649	0.9	2.7	2.6	2.2
CCN=C1S/C(=C\c2cc(Br)ccc2OCC(=O)OCC)C(=O)N1CC	0.16	1262	i	26.1	0.117	-0.256	0.0507	-0.097	i	0.7	7.0%	-1.5	979	0.2	718	1	0.8	2.9	5.8
O=C(O)/C(=C\C(=O)c1ccccc1)Nc1ccccc1	-0.36	1387	i	26.2	0.223	-0.188	-0.288	0.569	x	x	x	0.5	1320	-2.3	725	x	x	x	x
Cc1cc(C)c(-c2cc(NC(=O)COC(=O)c3ccc(C#N)cc3)n(-c3ccccc3)n2)cc1C	-0.1	1406	i	37.1	-0.219	-0.171	-0.148	0.00792	i	0.2	0.4%	2.5	547	15.6	769	1	2.3	2.6	7.3
O=S(=O)(c1ccc(F)cc1)n1ccc(-c2cccc(OCc3ccc(Cl)cc3Cl)c2)n1	x	x	i	23.7	-0.555	-0.2	-0.55	0.857	i	0.4	4.7%	x	x	x	x	1.1	2.3	1.0	5.3
CC1Cn2c(nc3sc4c(c3c2=O)CCC4)N1CCO (stereo not drawn)	-0.44	1353	i	34.4	-0.957	-0.21	0.0534	0.768	i	1.2	12.2%	1.6	847	x	x	1.1	5.2	3.0	7.4
O=C(CN1C(=O)CSc2ccc(C(F)(F)F)cc21)Nc1ccccc1	-0.38	1274	i	37.3	-0.36	-0.304	-0.224	1.78	i	0.4	x	-0.9	1037	-2.9	708	x	x	x	x
CCn1c(SCc2ccc(C(=O)OC)o2)nc2sc3c(c2c1=O)CCCC3	-0.87	764	i	24.0	0.88	0.479	0.521	-2.38	i	8.1	11.6%	-2.4	1154	0.3	789	1	1.7	1.6	6.2
COc1nc(NCc2cccnc2)nc(OC)n1	1.78	1225	i	55.8	-0.213	-0.284	0.0567	-0.664	i	0.9	-2.8%	-2.8	885	x	x	1.1	4.2	3.5	5.7
O=c1[nH]cnc2scc(-c3ccccc3)c12	0.28	1501	i	52.5	2.84	-0.0406	2.39	-2.31	i	1.1	-1.7%	-2.2	1008	x	x	1	2.3	1.6	4.7
Cc1ccccc1OCCn1cc(/C(N)=N/O)c2ccccc21	x	x	i	16.3	1.62	0.108	0.729	-1.5	i	3.6	0.2%	x	x	11.5	756	1.2	0.9	1.5	11.0
Cc1cc(C)cc(N(C(C)C(=O)NCc2ccc3c(c2)OCO3)S(C)(=O)=O)c1 (stereo not drawn)	0.24	1634	i	18.6	-0.272	-0.224	-0.125	0.0625	i	0.3	-5.7%	-5.4	1164	-30.8	679	1.2	1.2	1.5	10.1
CCCCOC(=O)c1ccc(N2C(=O)CC(N3CCN(C/C=C/c4ccccc4)CC3)C2=O)cc1 (stereo not drawn)	-1.42	884	i	37.0	-0.696	-0.162	-0.256	-0.051	i	2.0	14.7%	x	x	x	x	1.1	0.9	1.3	21.4
COc1cc(OC)c(S(=O)(=O)NCc2ccco2)cc1S(=O)(=O)NCc1ccco1	x	x	i	59.0	-0.367	-0.24	-0.694	0.952	i	1.0	-5.1%	x	x	-17.7	675	1.1	3.2	3.4	4.5

Outcome played no part in choosing rows; about 3% have a hit in one of these screens.
